ADAM10 inh = ADAM10 inhibition, QFRET primary screen; hit rate 0.62% among 370,000; AID 720582; recombinant ADAM10, EDANS/DABCYL FRET peptide cleavage, 3 h; inhibition, % at 7 µM;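 active = inhibition above a per-campaign cutoff equal to the mean of compounds falling between control-based bounds plus 3 SD, cut at about 20% in these data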;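 note: 0% = DMSO wells while the 100% control is not disclosed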
ASAP1 GAP inh = blocks human ASAP1-stimulated Arf1 GTP hydrolysis; Q9ULH1; GDP FP detection; inhibition, % at 16.5 µM; hit rate 0.19% among 360,000; AID 624377; in the data active = inhibition above about 25%;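 note: 0% = vehicle with enzyme and substrate and 100% = no enzyme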
Target sequence (Q9ULH1 325-724 limits assumed): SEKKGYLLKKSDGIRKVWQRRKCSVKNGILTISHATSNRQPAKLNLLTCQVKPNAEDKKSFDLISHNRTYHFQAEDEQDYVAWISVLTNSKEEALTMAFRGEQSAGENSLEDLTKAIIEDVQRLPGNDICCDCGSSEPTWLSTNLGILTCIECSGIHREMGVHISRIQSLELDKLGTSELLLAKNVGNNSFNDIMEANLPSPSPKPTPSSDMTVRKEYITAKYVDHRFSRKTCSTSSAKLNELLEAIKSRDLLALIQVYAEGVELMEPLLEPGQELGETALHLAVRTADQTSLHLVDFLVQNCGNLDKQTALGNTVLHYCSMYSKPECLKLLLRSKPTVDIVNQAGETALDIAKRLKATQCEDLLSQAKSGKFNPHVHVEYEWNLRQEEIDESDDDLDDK
ADAM17 inh = inhibitors of human ADAM17; hit rate 0.83% among 370,000; AID 720648; recombinant ADAM17, EDANS/DABCYL FRET peptide cleavage; P78536; inhibition, % at 6.95 µM;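 active = inhibition above the mean of compounds lying between control limits plus 3 SD, set per campaign, cut at about 8.5% in these data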;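 note: 0% = DMSO-only wells as the low control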
Target sequence (P78536 215-824 limits assumed): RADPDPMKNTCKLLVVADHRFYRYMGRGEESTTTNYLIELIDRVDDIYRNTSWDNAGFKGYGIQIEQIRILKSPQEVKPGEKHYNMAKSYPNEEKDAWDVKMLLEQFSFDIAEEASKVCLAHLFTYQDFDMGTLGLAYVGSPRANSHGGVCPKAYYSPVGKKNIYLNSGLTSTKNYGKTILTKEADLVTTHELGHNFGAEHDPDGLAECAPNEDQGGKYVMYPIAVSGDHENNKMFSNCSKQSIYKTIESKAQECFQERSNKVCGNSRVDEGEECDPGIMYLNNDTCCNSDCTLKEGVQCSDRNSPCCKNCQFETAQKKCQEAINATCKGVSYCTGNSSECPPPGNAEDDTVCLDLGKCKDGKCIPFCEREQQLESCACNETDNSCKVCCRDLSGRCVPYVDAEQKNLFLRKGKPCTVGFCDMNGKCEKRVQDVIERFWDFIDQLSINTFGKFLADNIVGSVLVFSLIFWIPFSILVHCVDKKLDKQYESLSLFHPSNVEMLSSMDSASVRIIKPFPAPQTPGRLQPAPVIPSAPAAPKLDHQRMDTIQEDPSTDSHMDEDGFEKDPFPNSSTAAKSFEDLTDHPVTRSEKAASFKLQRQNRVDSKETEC
PLC-gamma1 inh = inhibitors of human phospholipase C gamma1. inhibition, % at 12.2 µM. purified PLC-gamma1, fluorogenic substrate, fluorescence. P19174. hit rate 0.84% among 370,000. AID 720700; in the data active = inhibition above about 9.5%
LEDGF integ inh = blocks HIV-1 LEDGF/p75-dependent DNA integration. TR-FRET IN-LEDGF/p75 DNA integration, Eu/Cy5. inhibition, % at 3.7 µM. hit rate 0.64% among 370,000. AID 743269;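 active = inhibition above the screen-wide mean plus 3 SD, cut at about 13% in these data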;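 note: signal is the Cy5 over europium emission ratio at 671 and 618 nm; 0% = plate median of compound wells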
proKLK7 act = activates the human kallikrein-7 zymogen. P49862. purified proKLK7, EDANS-DABCYL substrate fluorescence; 100% is mature enzyme control, 0% vehicle. activation, % at 7 µM. hit rate 0.9% among 370,000. AID 652039;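 active = activation above the mean of all tested compounds plus 3 SD, computed per campaign excluding outliers beyond control limits, cut at about 13% in these data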
DDE Tn6 FP inh = inhibitors of Tn6 peptide binding to human fibrin DD(E) | Fibrin DD(E) TRITC-Tn6 fluorescence polarization displacement | inhibition, % at 8.3 µM | hit rate 0.21% among 370,000 | AID 720509;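 active = inhibition above a per-campaign cutoff: mean of compounds within control limits plus 3 SD, cut at about 15% in these data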;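 note: 0% = median of all compound wells on the plate and 100% = blocking peptide control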
ARFGAP1 inhibitor = inhibits rat ARF GTPase activating protein 1. AID 651572. Q62848. inhibition, % at 16.5 µM. Arfgap1-stimulated ARF1 GTP hydrolysis, GDP FP detection. hit rate 0.26% among 360,000;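 active = inhibition above a per-plate limit, mean inhibition of low control wells plus 3 SD, cut at about 25% in these data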;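 note: 0% = DMSO wells with enzyme and 100% = wells lacking Arfgap1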
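Replicates: Single well per compound | Assay system: Truncated rat Arfgap1 GAP domain | Control set: No-Arfgap1 wells (100%) versus DMSO full-reaction wells (0%) | Times: Enzyme reaction 120 min at 25 °C after 20 min preincubation | Reagent: Human ARF1(Δ1-17)-GTP substrate | Measured by: Tracer-displacement fluorescence polarization with EDTA stop, 620/688 nm | Measure: Percent inhibition of Arfgap1-stimulated GTP hydrolysis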
TDP2 inh = blocks human TDP2 phosphodiesterase activity | recombinant TDP2, T5PNP hydrolysis, p-nitrophenol absorbance 415 nm | O95551 | inhibition, % at 12.8 µM | hit rate 0.34% among 370,000;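 active = inhibition above the mean of all tested compounds plus 3 SD, set per campaign, cut at about 25% in these data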;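 note: 0% = DMSO with enzyme and 100% = buffer with substrate but no TDP2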
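System – recombinant human TDP2 · Quantity – TDP2 enzyme at 120 nM final · Doses – single concentration, 12.8 µM nominal, with 1% DMSO · Incubation – 2 h at 37 °C · Measured by – epi absorbance of p-nitrophenol freed from T5PNP by hydrolysis · Read-out – % inhibition relative to enzyme-containing and enzyme-free wells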
Tn7 DDE FP = inhibitors of Tn7 peptide binding to human fibrin DD(E); P02675; hit rate 0.13% among 370,000; FP displacement of FITC-Tn7 peptide from fibrin DD(E); 0% = median of compound wells per plate; inhibition, % at 8.3 µM; AID 720508;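 active = inhibition above the mean of compounds falling within the control limits plus 3 SD of them, cut at about 14% in these data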;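 note: 0% = plate median of compound wells and 100% = 10 µM Aha-Tn7 peptide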
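Assay system: Human fibrin DD(E) protein | Medium: Tris buffer with calcium and detergent, pH 7.8 | Reagent: 0.1 µM fluorescent Tn7 | Compound dosing: Single point at 8.3 µM | Times: 10 min preincubation, 3 h with tracer, room temperature | Detection: Fluorescence polarization of the labelled Tn7 tracer | Controls: Aha-Tn7 high control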
Starred values were filed as active, the others as inactive; i = inactive; · = not tested or not shown.

The line under a structure holds: ADAM10 inh	ASAP1 GAP inh	ADAM17 inh	PLC-gamma1 inh	LEDGF integ inh	proKLK7 act	DDE Tn6 FP inh	ARFGAP1 inhibitor	TDP2 inh	Tn7 DDE FP
1	CCOC(=O)CSc1nc2cccnc2n1C
 : -5	-5	-4	1	-2	-0.5	1	6	2	4
2	CCOc1ccc(-n2c(SCC(=O)Nc3ccc4c(c3)OCO4)nc3ccccc3c2=O)cc1
 : 5	6	2	4	0	0.2	9	11	-4	-2
3	COCC(C)n1c(C)cc(C(=O)COC(=O)c2cc(=O)[nH]c3ccccc23)c1C (centres undefined)
 : -125	-7	-32	-93	-6	-4.7	8	15	5	3
4	Cc1ccc(CN2CCNC(=O)C2CC(=O)N(C)C(C2CC2)C2CC2)o1 (centres undefined)
 : 1	0	-7	-1	-2	0.0	-9	4	9	0
5	CCOP(=O)(NC12CC3CC(CC(C3)C1)C2)NC12CC3CC(CC(C3)C1)C2
 : -7	-14	-4	-3	-4	-0.8	-1	-7	9	-5
6	O=C(Nc1ccccc1C(=O)N1CCCCCC1)c1ccccc1Cl
 : -3	7	-1	3	0	-0.2	-2	0	-2	8
7	CCOC(=O)c1cnn(Cc2ccc(C)cc2)c1N
 : -9	3	3	6	-3	0.4	1	0	-5	-5
8	COc1ccc(NC(=O)Nc2cnccn2)cc1
 : -29	-9	-8	0	-5	0.4	-1	4	-8	2
9	CC1CCC(N2CCN(C(=O)c3ccccc3F)CC2)CC1 (centres undefined)
 : 2	1	1	0	2	0.4	-4	5	-16	-7
10	O=S(=O)(NCc1ccccn1)c1ccc(Br)s1
 : 0	-1	-1	-1	-1	0.9	3	1	5	-7
11	O=C(O)c1ccccc1OCC1CCCO1 (centres undefined)
 : 10	0	-1	2	1	0.4	6	7	17	-2
12	O=C(Nc1ccc(N2CCCC2)c(Cl)c1)c1ccco1
 : -3	-10	-3	-68	4	0.1	-2	5	-2	-2
13	Cc1ccccc1NC(=S)NCC1CCN(C(C)c2ccccc2)C1 (centres undefined)
 : -5	-6	0	3	1	0.5	-3	5	-5	-6
14	O=C(CN1CCN(c2ccccn2)CC1)Nc1cc(C(F)(F)F)ccc1Cl
 : 9	-8	1	1	-3	-0.2	-7	0	0	4
15	Cc1csc(NC(=O)COCC(=O)O)c1-c1nc2ccccc2s1
 : -99	-8	-34	i	3	5.7	-13	0	23	-2
16	Cc1ccc2c(c1)N(CC(=O)NC1CCC(C)CC1)C(=O)c1cccnc1O2 (centres undefined)
 : -1	1	2	2	2	0.4	-5	-4	1	1
17	CC1(C)CN(c2cccc(C#N)c2)C1=O
 : -10	-1	0	-1	1	0.4	5	-3	-1	-6
18	O=C(Cc1cccc2ccccc12)N/N=C1\CCCc2ccccc21
 : -11	3	-3	-4	-3	0.7	-1	-11	7	0
19	CC1CN(C(=O)c2ccc(NS(=O)(=O)c3ccc(F)c(F)c3)cc2)CC(C)O1 (centres undefined)
 : 0	-4	-6	2	4	0.2	2	-6	6	6
20	CN(C(=O)c1cccc(C#N)c1)c1nnc(-c2ccncc2)s1
 : -21	0	-5	1	0	1.9	-5	-8	0	2
21	COc1ccc(CCN(C)Cc2ccc(C(=O)Nc3ccccc3)cc2)cc1OC
 : -12	-9	-4	0	-3	-0.1	-7	7	-4	5
22	Cc1ccc(C)c(NC(=O)COC(=O)c2ccc3c(c2)OCO3)c1
 : -7	-6	-1	-1	2	0.5	2	-1	-4	0
23	O=C(NCCCN1CCc2ccccc2C1)Nc1ccc(Br)cc1
 : 3	-2	-1	1	-1	-0.5	11	-3	-5	-1
24	CCOC(=O)N1CCC(NC(=O)c2oc3c(C)c(C)ccc3c2C)CC1
 : 0	-8	0	-1	0	-0.6	6	2	7	6
25	Cc1ccc(C)c(N(CC(=O)N2CCCCCC2)S(C)(=O)=O)c1
 : -1	6	-2	2	11	0.2	-9	6	-10	-1
26	Cc1c(CCC(=O)NCCCn2ccnc2)c(=O)oc2cc3oc4c(c3cc12)CCCC4
 : -365	16	-100	-276	2	-5.8	1	12	-1	-3
27	Cc1ccc(NC(=O)COC(=O)CCC2CCCC2)cc1S(=O)(=O)N1CCOCC1
 : 1	-8	4	-1	-4	0.2	0	-2	-8	2
28	O=C(O)CCCn1c(=S)[nH]c2c(sc3ccc([N+](=O)[O-])cc32)c1=O
 : -1	-11	-2	1	2	-0.4	2	1	1	4
29	C=C(C)Cn1c(C2CC(=O)N(Cc3ccccc3)C2)nc2ccccc21 (centres undefined)
 : -3	3	2	6	2	0.3	-5	-4	-4	-3
30	COc1cc(/C=N/NS(=O)(=O)c2ccc(C(C)(C)C)cc2)cc([N+](=O)[O-])c1O
 : -5	-1	2	4	3	-0.1	8	-8	-13	-4

An excerpt from above, limited to LEDGF integ inh.
| # | SMILES | LEDGF integ inh |
| --- | --- | --- |
| 22 | Cc1ccc(C)c(NC(=O)COC(=O)c2ccc3c(c2)OCO3)c1 | 2 |
| 23 | O=C(NCCCN1CCc2ccccc2C1)Nc1ccc(Br)cc1 | -1 |

The listing continues:
The line under a structure holds: ADAM10 inh	ASAP1 GAP inh	ADAM17 inh	PLC-gamma1 inh	LEDGF integ inh	proKLK7 act	DDE Tn6 FP inh	ARFGAP1 inhibitor	TDP2 inh	Tn7 DDE FP
31	Cc1ccc(-c2nnn(CC(=O)NCC3COCCO3)n2)o1 (centres undefined)
 : -1	4	-1	1	-1	0.3	-7	14	1	1
32	Cc1ccc([N+](=O)[O-])cc1-c1ccc(/C=N/NC(=O)CN2CCOCC2)o1
 : 9	9	3	3	2	0.1	2	6	-3	-2
33	CCn1c(C)nc2cc(C(=O)NNC(=O)c3ccc(C)cc3)ccc21
 : -15	1	-14	-2	-1	-0.2	-7	12	6	0
34	O=C(/C=C/c1ccccc1)Nc1ccc(S(=O)(=O)N2CCOCC2)cc1
 : 0	-11	5	3	5	1.3	0	-19	-21	-5
35	CC(C(=O)OCC(=O)c1ccc(Br)cc1)N1C(=O)C2C3CCC(C3)C2C1=O (centres undefined)
 : -4	-2	-2	6	2	0.2	-6	10	-8	0
36	Nc1ccccc1-c1nnn(CC(=O)N2CCCc3ccccc32)n1
 : -1	7	4	8	3	0.1	5	5	-8	-3
37	O=C1Nc2ccc(S(=O)(=O)N3CCOCC3)c3cccc1c23
 : i	-10	-212	i	-4	35*	-3	-12	2	9
38	CC1(C)CC(=O)C2=C(C1)N(Cc1cccnc1)C(=O)C2(NC(=O)C1CC1)C(F)(F)F (centres undefined)
 : 2	-1	-6	1	-2	0.0	-1	11	19	3
39	C=CCSc1nc(-c2ccccc2)c(C#N)c(=O)[nH]1
 : -6	14	-1	-7	0	-0.2	2	-4	9	-4
40	COc1ccc(CNC(=O)Nc2ccc(OC)cc2)cc1
 : 7	2	-7	-3	-1	-0.1	-1	4	-9	5
41	CCCC(C)C(=O)NCc1ccncc1 (centres undefined)
 : -2	-6	-5	0	-2	0.4	1	18	-10	1
42	O=C(NC1CCCCN(Cc2cccc(C(F)(F)F)c2)C1=O)c1cccc(F)c1 (centres undefined)
 : 3	·	-1	1	-4	0.6	1	·	5	-1
43	Cc1cnc(C(=O)NCc2ccc(Cl)cc2Cl)cn1
 : -2	-13	-3	1	-1	-0.1	11	9	-13	2
44	COc1ccc(/C=N/NC(=O)CCn2cnc(-c3ccccc3)c2-c2ccccc2)cc1OC
 : 1	5	0	-1	2	0.2	1	10	-1	-2
45	Cc1cc(C)cc(C(=O)NCC(=O)OCC(=O)N(C)c2ccccc2)c1
 : 10	-7	-3	4	5	0.0	-1	-13	-18	1
46	O=C(O)C(CCC(C(=O)O)c1ccccc1)c1ccccc1 (centres undefined)
 : -17	-19	-2	1	-2	-0.4	5	6	6	-1
47	Cc1cccc(S(=O)Cc2ccc(C(=O)NC3CCN(Cc4ccccc4)CC3)o2)c1 (centres undefined)
 : -4	-11	0	5	-3	0.4	0	2	-8	1
48	Cc1ccc(C(=O)NC2CCN(C(=O)NCc3ccccc3)CC2)cc1
 : 13	1	-2	4	1	-0.3	-5	-3	7	-2
49	O=C(NNS(=O)(=O)c1ccccc1)C1CCN(S(=O)(=O)c2ccc(Cl)cc2)CC1
 : -3	-1	1	0	3	-0.1	-13	-1	-2	-2
50	CCOC(=O)c1cnc2c(cnn2C)c1Oc1ccc(OC)cc1
 : 4	7	-3	-3	-4	-0.6	0	0	-4	3
51	Cc1ccccc1C(=O)NC(=S)Nc1ccc(N2CCOCC2)cc1
 : 4	-9	0	1	0	-0.6	5	-16	0	11
52	CC(C)c1ccc(OCC(=O)NC2CC(C)(C)NC(C)(C)C2)c(Br)c1
 : -3	-12	0	2	0	0.5	-4	1	3	-2
53	O=c1[nH]c2ccc(S(=O)(=O)Nc3ccc(Br)cc3)cc2[nH]1
 : -2	-7	-4	0	-2	-0.5	1	0	-4	-2
54	C=CCN1C(=O)NC(c2ccc(OC)cc2)(C(F)(F)F)S/C1=C(\C#N)c1nnc(N2CCOCC2)n1-c1ccccc1 (centres undefined)
 : 6	8	6	5	-1	0.1	3	-6	-4	-9
55	CCOc1ccccc1CNC(=O)CN1C(=O)CSc2ccc(S(=O)(=O)N3CCOCC3)cc21
 : -2	-3	-3	-2	3	0.1	2	-18	3	0
56	C=CCOc1ccc2nnc(C)n2n1
 : -5	5	-7	1	-1	-0.1	-2	-2	14	5
57	COc1ccccc1NC(=O)C(CC(=O)O)Cc1cc(C)cc(C)c1 (centres undefined)
 : 3	5	-1	-1	-1	-0.6	6	-8	0	1
58	COc1cccc(-c2nc(CS(=O)(=O)CC(=O)NCCCN3CCc4ccccc4C3)c(C)o2)c1
 : 2	1	-4	1	1	0.6	8	2	9	6
59	O=C(NCc1ccccc1C(F)(F)F)c1cccc2c1C(=O)c1ccc(N3CCC(N4CCCCC4)CC3)cc1S2(=O)=O
 : -5	1	-1	-170	-6	-1.8	0	7	1	-11
60	CCCCn1c(SCC(=O)c2ccc(O)cc2O)nc2cc(S(N)(=O)=O)ccc21
 : 7	-2	3	0	4	0.4	-1	-2	3	-4
61	COc1ccc(NC(=O)c2ccc(Cl)c(S(=O)(=O)N3CCc4ccccc4C3)c2)cn1
 : 9	-5	8	0	-3	0.5	-16	16	2	-2
62	CC(C)Cc1nc(Cl)c(C#N)c2c1CCCC2
 : 11	0	0	2	-1	0.5	7	2	6	2
63	COC(=O)C1=C(C)N(Cc2ccco2)C(=O)N[C@@H]1c1ccccc1
 : -9	-9	-3	-2	0	-0.4	8	5	-3	8

No enrichment for hits; 4.2% or so of the library scored in one or more.
